TCR act: T cell receptor activation | primary human leukocytes, anti-CD3, IL-2 HTRF, 48 h | Potency, µM (titrated, usually from 9.22 µM), inactives show top-dose activation of IL-2 secretion, hits mostly activators | AID 504894 | 330,000 tested, under 10 active; further: % of control where 0% means no effect
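Using a-CD3 beads without co-stimulation, primary human leukocytes were exposed to compounds for 48 hr. An HTRF IL-2 kit measured the cytokine, with europium-to-d2 energy transfer producing emission at 665nm upon 320nm excitation.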
Tb PFK inh: T. brucei PFK enzyme inhibition; O15648; T. brucei PFK, ADP-Glo luminescence; Potency, µM (titrated, usually from 57.5 µM), without a hit: top-dose activity, negative = inhibition, most hits filed as inhibitors; hit rate 0.17% among 330,000; AID 485367;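 further: potency means the concentration at half of the fitted maximal effect; 0% = uninhibited 1x PFK enzyme wells and -100% = no-enzyme wells; nearly all actives have a fitted effect of over 60% in size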
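PFK 1.25 nM, F6P 0.5 mM, ATP 0.1 mM, 0.1 M TEA pH 8.0, 5 mM MgCl2, 0.01% Tween20, 0.1% BSA; 45 min RT. ADP-Glo readout. qHTS titration up to 57 uM; curves fitted, compounds curve-classed.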
BCR signal inh: chronic active BCR signaling inhibition; hit rate 0.05% among 340,000; ABC-DLBCL IkBa-CBG/CBR reporter, luminescence ratio, 4 h; Potency, µM (titrated, usually from 46.1 µM), inactives show at the highest dose ratio change, negative = lower green/red ratio, most hits filed as inhibitors; active means well fitted inhibition curve with a large enough effect in the signal ratio, with a control signal flat, not every such curve was filed as active; inconclusive means small, poorly fitted or top-dose-only effect, or effect the other way, or a change in a side signal; the % refers to the signal ratio;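 further: potency means the concentration at half of the fitted maximal effect; plate controls were basal doxycycline-induced cells for no effect and cells given 10 µM MG132 for full effect; MG132 reads +100%, hits lower the ratio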
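Concentration-response series (up to 46 uM) were applied to TMD8 dual-reporter cells for 4 h at 37C with doxycycline. Green/red ratio, after filter-overlap correction, defined %Activity; red signal alone was normalised to basal cells and zero luminescence.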
TSHR antagonist: antagonists of human thyroid stimulating hormone receptor. P16473. TSHR-expressing cells, TSH-stimulated cAMP HTRF, 2 h; stronger effect = lower value. activity change, negative = inhibition, % at 11.5 µM. hit rate 0.2% among 330,000;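 active means activity change below a set negative limit, meaning inhibition stronger than a set level, cut at about -70% in these data; inconclusive means activity change between two set negative limits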; further: on the % scale 0 is the no-effect control and ±100 the full control effect
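Competitive HTRF cAMP read-out (cryptate anti-cAMP antibody, cAMP-d2; 30 min, room temperature) in freshly harvested TSHR cells. Compounds added before TSH at EC80 (4nM final), followed by 2 hours' incubation at 37 deg C.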
GALK inhibitor: blocks human galactokinase activity. Potency, µM (highest dose often 57.5 µM), for the others: at the top dose activity change, negative = inhibition, actives largely listed as inhibitors. Purified GALK, Kinase-Glo residual ATP luminescence. hit rate 0.007% among 270,000. P51570; further: potency means the concentration at half of the fitted maximal effect; on the % scale 0 is the no-effect control and ±100 the full control effect
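Quantitative HTS: GALK 5 nM, ATP 35 uM, galactose 100 uM, 1 h room temperature, then luciferase-based ATP detection.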
Giardia killer: Giardia lamblia killing. Giardia lamblia trophozoite viability. activity change, % at 7.66 µM, hits read low. hit rate 0.15% among 340,000; in the data active means activity change below about -80%; inconclusive means between about -30% and that limit;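 further: parasites exposed to compound for two days anaerobically before the ATP read; on the % scale 0 is the no-effect control and ±100 the full control effect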
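ATP-content bioluminescence gauges trophozoite survival. Cells (100/well) receive compound and incubate anaerobically for 48 hrs at 37 deg C; detection reagent follows for 15-30 min at room temperature.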
A-T KAP1 phos: potential ataxia-telangiectasia treatments restoring KAP-1 phosphorylation. […] A-T fibroblasts, KAP-1 phosphorylation AlphaLISA; neocarzinostatin DNA damage 30 min before lysis. Potency, µM (doses to about 57.5 µM), for inactives: at the highest dose activation, hits mostly activators. hit rate 0.19% among 320,000. AID 485349; further: potency means the concentration at half of the fitted maximal effect; % of control where 0% means no effect; nearly all actives have a fitted effect of over 45% in size
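hTERT-immortalized A-T patient fibroblasts ([…]), 500 cells/well in OPTI-MEM, 1% FBS, got compounds for 60 min, then NCS for 30 min at 37C. Lysates were then assayed for phospho-KAP-1 by AlphaLISA (anti-pKAP1 donor, anti-KAP1 acceptor beads), 6 hr at 25C.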
FBPA coupling cs: coupling enzyme interference in Giardia aldolase counter-screen. coupling enzyme system counterscreen, AmpLite Red fluorescence. activity change, negative = inhibition, % at 58.2 µM, hits read low. hit rate 0.67% among 290,000. AID 2472; in the data active means activity change below about -30%; further: on the % scale 0 is the no-effect control and ±100 the full control effect
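Compounds tested against the coupling enzymes alone at 57.5 uM final; readout was AmpLite Red fluorescence (525/598 nm) after 20 min at RT.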
CXXC DNA block: inhibitors of human MLL CXXC domain-DNA interaction. Q03164. MLL-CXXC / FITC-HOXA9 DNA fluorescence polarization. Potency, µM (titrated, usually from 115 µM), for the others: at the top dose activity change, negative = inhibition, usual class: inhibitors. hit rate 0.037% among 290,000; active means well fitted inhibition curve with a large enough effect in the polarisation, with a control signal flat, not every such curve was filed as active; inconclusive means small, poorly fitted or top-dose-only effect, or effect the other way, or a change in a side signal; inactive means no such curve, though single readings can be large or run the other way; the % refers to the polarisation; further: potency means the concentration at half of the fitted maximal effect
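Fluorescence polarization: 7 uM MLL-CXXC (stock) preincubated 5 min with compounds, then 50 nM fluorescein-HOX-A9 DNA (stock) added; 30 min ambient. Buffer 50 mM Tris-HCl pH 7.5, 50 mM NaCl, 1 mM DTT, 0.05% BSA.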
hERG WT inh: KCNH2 (human, wildtype) channel inhibition. Q12809. U2OS, BacMam KCNH2, thallium flux FluxOr; stronger effect = lower value. activity change, % at 1.84 µM. hit rate 0.37% among 340,000;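 active means maximum activity change below -70%; inconclusive means maximum activity change between -70% and -50%; inactive means maximum activity change above -50%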; further: on the % scale 0 is the no-effect control and ±100 the full control effect
Target sequence (Q12809 whole entry, looked up): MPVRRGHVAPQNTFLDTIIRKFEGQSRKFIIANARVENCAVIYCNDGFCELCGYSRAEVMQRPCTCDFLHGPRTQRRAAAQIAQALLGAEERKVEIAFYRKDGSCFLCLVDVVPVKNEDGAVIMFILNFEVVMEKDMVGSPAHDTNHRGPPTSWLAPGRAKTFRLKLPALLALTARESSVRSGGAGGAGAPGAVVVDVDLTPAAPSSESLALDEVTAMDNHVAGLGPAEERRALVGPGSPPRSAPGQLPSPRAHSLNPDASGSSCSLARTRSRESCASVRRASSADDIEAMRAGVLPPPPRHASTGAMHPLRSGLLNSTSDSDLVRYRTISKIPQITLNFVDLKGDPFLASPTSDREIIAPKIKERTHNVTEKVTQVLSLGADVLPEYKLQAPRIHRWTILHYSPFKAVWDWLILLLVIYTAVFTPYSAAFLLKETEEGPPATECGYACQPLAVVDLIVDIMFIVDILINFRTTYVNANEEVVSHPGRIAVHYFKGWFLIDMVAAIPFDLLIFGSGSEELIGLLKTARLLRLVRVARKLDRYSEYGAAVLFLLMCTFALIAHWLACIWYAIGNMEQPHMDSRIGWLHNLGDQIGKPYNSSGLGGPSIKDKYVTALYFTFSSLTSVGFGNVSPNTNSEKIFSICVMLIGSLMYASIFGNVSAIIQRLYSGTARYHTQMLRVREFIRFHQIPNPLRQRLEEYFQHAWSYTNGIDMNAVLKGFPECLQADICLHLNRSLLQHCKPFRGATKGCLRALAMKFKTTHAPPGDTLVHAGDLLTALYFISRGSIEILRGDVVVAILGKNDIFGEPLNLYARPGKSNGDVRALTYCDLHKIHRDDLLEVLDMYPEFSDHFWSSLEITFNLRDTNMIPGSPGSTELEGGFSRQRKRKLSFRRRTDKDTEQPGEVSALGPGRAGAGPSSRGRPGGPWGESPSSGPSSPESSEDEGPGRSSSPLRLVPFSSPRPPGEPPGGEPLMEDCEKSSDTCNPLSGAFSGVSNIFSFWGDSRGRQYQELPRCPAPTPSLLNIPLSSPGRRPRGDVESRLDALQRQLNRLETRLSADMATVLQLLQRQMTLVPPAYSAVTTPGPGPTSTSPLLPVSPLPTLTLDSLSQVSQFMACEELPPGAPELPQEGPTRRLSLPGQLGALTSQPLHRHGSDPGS
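U2OS cells were transduced with wild-type KCNH2 virus (2.03 x 10^8 / mL) for 4 h at room temperature, then cultured overnight at 37 C. Thallium flux was read with FluxOr dye. Rate constants were normalized to DMSO controls.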
An asterisk follows results filed as active; ? = inconclusive; nt = no result given; [ ] = another dose, or the depositor's remark. Unless noted, the call rests on the fitted dose curve; in most records, active means well fitted curve in the direction sought with a large enough effect; inconclusive means small, poorly fitted or top-dose-only effect, or another doubt; inactive means no such curve, though single readings can be large; an effect the other way counts as inactive or inconclusive.

(1) CC(=O)c1ccc(NC(=O)CSc2nnc(-c3ccncc3)n2C2CC2)cc1
(2) CNC(=O)C1=C(C)Nc2nc3ccccc3n2C1c1ccc(F)cc1 (stereo not drawn)
(3) COc1cc(NC(=O)C2COc3ccccc3O2)c(OC)cc1Cl (stereo not drawn)
(4) COc1ccc(NC(=O)CC(c2ccc(F)cc2)c2ccc(OC(C)C)cc2)cc1 (stereo not drawn)
(5) COC(=O)c1sccc1S(=O)(=O)Nc1ccc(N2CCCCC2)cc1
assay / entry,1,2,3,4,5
TCR act,-1%,3%,2%,-5%[46.1 µM],2%
Tb PFK inh,0%,-3%,0%,-4%,0%
BCR signal inh,4%,3%,19%,?,-6%
TSHR antagonist,19,20,10,-25,17
GALK inhibitor,nt,-2%,2%,3%,-2%
Giardia killer,9,-16,1,-2,33[activator]
A-T KAP1 phos,-5%,0%,11%,3%,15%
FBPA coupling cs,nt,0,-5,-2,-1
CXXC DNA block,nt,-1%,4%,-7%,-4%
hERG WT inh,2,-6,-3,8,-2

(6) CCOC(=O)CCc1c(C)c(C#N)c2[nH]c3ccccc3n2c1=O
(7) O=C(Nc1nccs1)C1CCCN1/C=C/C(=O)C(F)(F)F (stereo not drawn)
(8) CC1(C)CC2(CCO1)OC(=O)CC2C(=O)Nc1c(Cl)cccc1Cl (stereo not drawn)
(9) Cc1cc(C)cc(OCCN2CCOCC2)c1
(10) O=C1CC(C(=O)Nc2ccc(Cl)cc2[N+](=O)[O-])C2(CCCCC2)O1 (stereo not drawn)
assay / entry,6,7,8,9,10
TCR act,-15%,1%,0%,-2%,3%[46.1 µM]
Tb PFK inh,11%,-4%,-18%,1%,5%
BCR signal inh,11%,?,1%,0%,6%
TSHR antagonist,-11,6,30,11,5
GALK inhibitor,0%,2%,5%,0%,3%
Giardia killer,13,10,5,-8,-17
A-T KAP1 phos,nt,12%,nt,-8%,-1%
FBPA coupling cs,-42*,nt,0,0,2
CXXC DNA block,-1%,2%,-3%,3%,-28%
hERG WT inh,-1,4,5,-3,3

(11) O=[N+]([O-])c1cc(-c2cnc3ccccc3n2)ccc1Oc1ccc(F)cc1
(12) Cc1cc(C)c2c(n1)SCC(=O)N2CC(=O)Nc1ccc(C)c(C)c1
(13) COc1ccc(OC)c2sc(N(CCCN(C)C)C(=O)CCS(=O)(=O)c3ccccc3)nc12
(14) Cc1cc(C(=O)CSc2nnc(N)s2)c(C)n1Cc1cccs1
(15) CC(C)(C)c1ccc(C(=O)NCC(=O)NNC(=O)c2ccccc2O)cc1
assay / entry,11,12,13,14,15
TCR act,-2%,4%,8%,13%[46.1 µM],-12%
Tb PFK inh,-2%,0%,8%,-2%,-2%
BCR signal inh,10%,-4%,?,?,-18%
TSHR antagonist,-23,5,0,4,0
GALK inhibitor,0%,nt,nt,-1%,nt
Giardia killer,5,10,14,-27,20
A-T KAP1 phos,1%,3%,-5%,-1%,1%
FBPA coupling cs,-5,8,nt,-5,nt
CXXC DNA block,4%,nt,nt,7%,nt
hERG WT inh,-9,2,-18,3,-5

Structures from the list above with a thiophene ring, fused or not:
(5) COC(=O)c1sccc1S(=O)(=O)Nc1ccc(N2CCCCC2)cc1
(14) Cc1cc(C(=O)CSc2nnc(N)s2)c(C)n1Cc1cccs1
assay / entry,5,14
TCR act,2%,13%[46.1 µM]
Tb PFK inh,0%,-2%
BCR signal inh,-6%,?
TSHR antagonist,17,4
GALK inhibitor,-2%,-1%
Giardia killer,33[activator],-27
A-T KAP1 phos,15%,-1%
FBPA coupling cs,-1,-5
CXXC DNA block,-4%,7%
hERG WT inh,-2,3

(continued)
(16) COc1cccc2cc(-c3nnc(SCC(=O)Nc4nc(C)cs4)n3C)oc12
(17) CCCn1nnnc1NCc1ccc(CC)cc1
(18) COc1ccc(Cn2cc(F)c(=O)n(CCC(C)C)c2=O)cc1[N+](=O)[O-]
(19) CC(C)Nc1ccc(Cl)cc1[N+](=O)[O-]
(20) CCOC(=O)N1CCN(C(=O)c2cc(Cl)c(Cl)cc2C(=O)O)CC1
assay / entry,16,17,18,19,20
TCR act,nt,-1%,3%,nt,-6%
Tb PFK inh,2%,-5%,0%,-4%,-1%
BCR signal inh,1%,?,-8%,1%,?
TSHR antagonist,-8,-2,4,2,10
GALK inhibitor,0%,7%,3%,5%,-1%
Giardia killer,12,-12,22,nt,23
A-T KAP1 phos,-1%,3%,-3%,5%,5%
FBPA coupling cs,8,0,0,12,2
CXXC DNA block,5%,-7%,-6%,-13%,10%
hERG WT inh,4,-2,-12,nt,21

Reprinted at random: 2 records from the list, in no set order.
(18) COc1ccc(Cn2cc(F)c(=O)n(CCC(C)C)c2=O)cc1[N+](=O)[O-]
(19) CC(C)Nc1ccc(Cl)cc1[N+](=O)[O-]
assay / entry,18,19
TCR act,3%,nt
Tb PFK inh,0%,-4%
BCR signal inh,-8%,1%
TSHR antagonist,4,2
GALK inhibitor,3%,5%
Giardia killer,22,nt
A-T KAP1 phos,-3%,5%
FBPA coupling cs,0,12
CXXC DNA block,-6%,-13%
hERG WT inh,-12,nt

Additional structures
(21) CCN(Cc1ccccc1)C(=O)COc1ccccc1
(22) O=C(COc1ccc(Cl)cc1)NCCSCc1ccccc1Cl
(23) CC(C)(C)NC(=O)CSc1nc(Cc2ccccc2)nc2ccccc12
(24) CC(Oc1ccccc1)C(=O)N=Nc1c(O)[nH]c2ccc(Br)cc12 (stereo not drawn)
(25) COc1cc(NC(=S)NC(=O)c2ccc(C(C)(C)C)cc2)ccc1NC(=O)c1cccs1
assay / entry,21,22,23,24,25
TCR act,nt,5%[46.1 µM],-4%,0%,-8%[46.1 µM]
Tb PFK inh,0%,-2%,2%,7%,2%
BCR signal inh,-3%,-1%,2%,2%,-1%
TSHR antagonist,-8,-9,-4,-21,-11
GALK inhibitor,4%,-1%,-3%,0%,-3%
Giardia killer,5,15,0,13,5
A-T KAP1 phos,1%,0%,5%,9%,-6%
FBPA coupling cs,1,-1,-1,-2,-3
CXXC DNA block,5%,11%,-4%,5%,-1%
hERG WT inh,-4,?,22,-6,-4

(26) O=C(c1ccc(F)cc1)c1c[nH]c(C(=O)NCCCN2CCOCC2)c1
(27) COc1ccc(N(CC(=O)N2CCN(Cc3ccccc3)CC2)S(C)(=O)=O)c(OC)c1
(28) O=C(c1cccc(-c2ccccc2F)c1)N1CC[C@@H](N2CCC(O)CC2)[C@H](O)C1
(29) O=C(CNC(=O)c1ccncc1)N/N=C/c1cc(Br)ccc1OCc1ccccc1
(30) COc1ccc(C(=O)C2CCCN(C(=O)c3cc(C)on3)C2)cc1F (stereo not drawn)
assay / entry,26,27,28,29,30
TCR act,-67%,3%,1%,6%,-9%
Tb PFK inh,-11%,0%,-5%,2%,1%
BCR signal inh,13%,0%,1%,?,?
TSHR antagonist,4,10,-3,-15,2
GALK inhibitor,-1%,1%,-2%,8%,0%
Giardia killer,26,-1,2,-5,8
A-T KAP1 phos,6%,3%,0%,-5%,6%
FBPA coupling cs,2,1,-3,-4,3
CXXC DNA block,-1%,-5%,-5%,7%,3%
hERG WT inh,-7,-21,39,-7,-2

(31) C=C(C)c1ccc(C(C)(C)NC(=O)NCc2ccco2)cc1
(32) O=C(N/N=C/c1ccccc1F)NC1CCCCC1
(33) Cn1c(N)c(C(=O)COC(=O)Cc2ccc(Br)cc2)c(=O)n(C)c1=O
(34) CCn1c(SCC(=O)Nc2cc(OC)ccc2OC)nnc1C1CCCCC1
(35) CC(=O)CNc1ccc(S(=O)(=O)N/N=C/c2ccccc2)cc1
(36) COc1cc2cnc(-c3ccccc3)c(-c3cc(OC)c(OC)c(OC)c3)c2cc1OC
assay / entry,31,32,33,34,35,36
TCR act,-6%,1%[46.1 µM],-1%[46.1 µM],-1%,-1%,16%
Tb PFK inh,0%,3%,-1%,0%,-15%,14%
BCR signal inh,?,-8%,0%,?,2%,?
TSHR antagonist,-6,1,11,-4,6,30
GALK inhibitor,-2%,0%,nt,1%,11%,nt
Giardia killer,7,-17,14,4,1,7
A-T KAP1 phos,5%,5%,-1%,-2%,-6%,-8%
FBPA coupling cs,-2,2,nt,0,1,nt
CXXC DNA block,3%,5%,nt,4%,5%,nt
hERG WT inh,3,0,-10,-8,-23,-13

Full records from above. Order of values: TCR act, Tb PFK inh, BCR signal inh, TSHR antagonist, GALK inhibitor, Giardia killer, A-T KAP1 phos, FBPA coupling cs, CXXC DNA block, hERG WT inh
`COc1cc(NC(=O)C2COc3ccccc3O2)c(OC)cc1Cl` (stereo not drawn) across the screens: 2%, 0%, 19%, 10, 2%, 1, 11%, -5, 4%, -3
`CCOC(=O)CCc1c(C)c(C#N)c2[nH]c3ccccc3n2c1=O` across the screens: -15%, 11%, 11%, -11, 0%, 13, nt, -42*, -1%, -1
`COc1ccc(N(CC(=O)N2CCN(Cc3ccccc3)CC2)S(C)(=O)=O)c(OC)c1` across the screens: 3%, 0%, 0%, 10, 1%, -1, 3%, 1, -5%, -21

Screening results as filed in PubChem.
